SENP1 FRET inh = SENP1 (human) catalytic domain inhibition. Q9P0U3. recombinant SENP1 catalytic domain, CyPet-SUMO1-YPet FRET cleavage. inhibition, % at 10 µM. actives 0.21% (n = 360,000);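 active means inhibition at least 30% at 10 µM, raw YFP signal under a set limit, fluorescence ratio 0.5 to 1.5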;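 further: 0% = enzyme with DMSO and 100% = no enzyme wells; some results filed as inactive read as strong as hits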
Target sequence (Q9P0U3 419-644 limits assumed): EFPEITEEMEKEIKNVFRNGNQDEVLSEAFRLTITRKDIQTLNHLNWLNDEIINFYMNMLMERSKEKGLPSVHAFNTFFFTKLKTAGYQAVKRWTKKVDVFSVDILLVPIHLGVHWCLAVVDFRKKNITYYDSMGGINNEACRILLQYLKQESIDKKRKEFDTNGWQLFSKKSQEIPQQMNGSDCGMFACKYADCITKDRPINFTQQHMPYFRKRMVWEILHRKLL
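Assay system: hSENP1 catalytic domain, recombinant. Amount: SENP1 enzyme, 20 pM final. Schedule: 50 min reaction, RT, dark. Technique: FRET, CFP and YFP emission. Control set: no-enzyme wells low, DMSO-plus-enzyme wells high control.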
PfG6PD inh = PfG6PD (Plasmodium falciparum) enzyme inhibition; AID 504690; PfGluPho enzyme, NADPH resazurin-diaphorase fluorescence; actives 0.78% (n = 350,000); inhibition, % at 20 µM;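 active means inhibition reaching at least a set limit at 20 µM in the primary screen, cut at about 59% in these data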;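 further: 0% = DMSO wells with substrate and 100% = DMSO wells lacking glucose-6-phosphate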
HKDC1 inhibitor = inhibitors of human hexokinase HKDC1; Q2TB90; recombinant HKDC1, G6PDH/diaphorase resazurin coupled fluorescence; inhibition, % at 20 µM; actives 0.16% (n = 340,000);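 active means inhibition above about 35% when tested at 20 µM, limit read from the data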;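 further: plate controls were DMSO wells with enzyme for no effect and DMSO wells lacking enzyme for full effect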
Target sequence (Q2TB90 whole entry, looked up): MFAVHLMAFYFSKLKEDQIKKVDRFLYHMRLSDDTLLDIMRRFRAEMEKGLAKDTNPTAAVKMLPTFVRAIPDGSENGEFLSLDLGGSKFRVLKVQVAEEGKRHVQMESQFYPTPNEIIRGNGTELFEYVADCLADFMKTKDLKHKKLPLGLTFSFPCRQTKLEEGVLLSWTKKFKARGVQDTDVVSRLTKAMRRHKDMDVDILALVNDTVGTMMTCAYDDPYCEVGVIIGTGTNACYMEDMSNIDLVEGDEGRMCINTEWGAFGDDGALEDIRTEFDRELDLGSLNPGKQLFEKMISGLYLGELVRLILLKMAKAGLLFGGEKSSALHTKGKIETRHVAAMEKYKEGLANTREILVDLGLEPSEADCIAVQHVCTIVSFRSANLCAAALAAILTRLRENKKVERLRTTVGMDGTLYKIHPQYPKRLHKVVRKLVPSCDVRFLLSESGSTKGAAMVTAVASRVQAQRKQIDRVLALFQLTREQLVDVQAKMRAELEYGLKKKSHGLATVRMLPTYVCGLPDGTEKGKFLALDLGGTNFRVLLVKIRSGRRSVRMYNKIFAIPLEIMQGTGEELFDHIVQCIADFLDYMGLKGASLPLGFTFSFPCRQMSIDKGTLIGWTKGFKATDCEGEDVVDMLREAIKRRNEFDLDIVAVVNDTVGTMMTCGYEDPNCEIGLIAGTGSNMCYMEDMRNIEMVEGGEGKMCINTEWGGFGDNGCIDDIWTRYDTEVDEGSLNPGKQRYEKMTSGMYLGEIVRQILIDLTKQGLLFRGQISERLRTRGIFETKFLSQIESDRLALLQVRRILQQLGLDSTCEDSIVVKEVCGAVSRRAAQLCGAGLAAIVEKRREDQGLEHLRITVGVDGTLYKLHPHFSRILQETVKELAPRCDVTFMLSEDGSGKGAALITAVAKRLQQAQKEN
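Test system: recombinant HKDC1 (HK5) hexokinase enzyme, produced in-house; Amount: enzyme 5 µg/mL final; Buffer or medium: Tris pH 8.0 buffer with MgCl2, Tween-20, BSA, BME; Reagent: glucose and ATP substrates; Doses: 20 µM test compound, 1% DMSO; Incubation: 90 min reaction incubation at room temperature, dark; Detection: resorufin fluorescence at 613 nm.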
SENP8 block-1 = blocks the human protease SENP8. purified SENP8, Z-RLRGG-aminoluciferin cleavage, luminescence. AID 2540. Q96LD8. actives 1.2% (n = 330,000). inhibition, % at 10 µM; in the data active means inhibition above about 50%
SENP8 block-2 = blocks human SENP8 cleavage of Nedd8 substrate | AID 602440 | actives 0.64% (n = 360,000) | Q96LD8 | inhibition, % at 20 µM | recombinant SENP8, Nedd8 substrate fluorescence; in the data active means inhibition mostly above about 40%, no sharp cut-off; inactive means mostly below about 27%
NLRP3 yeast inh = NALP3 inhibition in yeast; Yeast reconstituted NLRP3/ASC/caspase-1, beta-gal luminescence, 24 h; inhibition, % at 10 µM; actives 0.39% (n = 330,000); AID 2825;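 active means inhibition of 50% or more; inactive means inhibition below 50%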;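 further: plate controls were induced DMSO wells for no effect and uninduced yeast grown without galactose for full effect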
Apaf-1 inh = blocks human Apaf-1 apoptosome activity. O14727. reconstituted apoptosome caspase-3 activity, DEVD-Rh110 fluorescence. inhibition, % at 20 µM. actives 0.71% (n = 330,000). AID 489030; active means inhibition of at least 40% at 20 µM;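 further: plate controls were DMSO wells for no effect and DEVD-CHO caspase inhibitor wells for full effect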
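System: Apoptosome proteins | Medium: Hepes pH 7.5 with detergent and BSA | Also added: Cytochrome c trigger plus (Z-DEVD)2-Rh110 caspase-3 substrate | Incubation: 30 min compound preincubation, 50 min activation, room temperature | Detection: Rhodamine 110 fluorescence at Ex 480/Em 540 nm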
SENP6 inh = inhibitors of human SENP6 protease | AID 2599 | Recombinant SENP6 catalytic domain, aminoluciferin luminescence | actives 1.8% (n = 330,000) | inhibition, % at 10 µM | Q9GZR1;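 active means inhibition above about 50% at the single tested dose, limit read from the data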;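 further: plate controls were DMSO wells with enzyme for no effect and DMSO wells lacking enzyme for full effect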
SENP7 block = blocks the human protease SENP7; Q9BQF6; recombinant SENP7, Z-RLRGG-aminoluciferin luminescence, 40 min; actives 1.5% (n = 330,000); inhibition, % at 5 µM;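 active means inhibition above about 50% at the single test dose, limit read from the data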;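 further: plate controls were DMSO with enzyme for no effect and no enzyme buffer wells for full effect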
Starred values were filed as active, the others as inactive; . = not tested or not shown.

Results follow in this order: SENP1 FRET inh, PfG6PD inh, HKDC1 inhibitor, SENP8 block-1, SENP8 block-2, NLRP3 yeast inh, Apaf-1 inh, SENP6 inh, SENP7 block
- Cn1c2ccc(F)cc2c2ncn(CCCN(CCO)CCO)c(=O)c21
    -5, 2, -9, -2, -272, -3, 5, -17, 2
- C/C(CCc1ccc2c(c1)OCO2)=N\NC(=O)c1ccccc1Cl
    1, 6, -16, 3, 7, 10, -2, 4, 0
- C[C@@H](NC(=O)[C@@H]1Cc2ccccc2CN1)C(=O)Nc1ccc2c(c1)OCCO2
    1, -14, 0, -6, 2, 10, 7, 4, -15
- Cc1sc2nc(COC(=O)c3ccc(N4CCCC4)c([N+](=O)[O-])c3)[nH]c(=O)c2c1C
    -26, 7, 5, -6, -15, 16, 17, -16, -8
- CCCOc1ccc(/C=C/C(=O)Nc2ccc([N+](=O)[O-])cc2)cc1
    -2, 24, 0, 0, 40, 11, 21, -17, -7
- CC(NC(=S)Nc1ccc(OC(F)F)cc1OC(F)F)C(C)(C)C (stereo not given)
    0, 15, -6, -3, 9, 14, 19, 0, 5
- O=C(Nc1cccc(Cl)c1N1CCOCC1)c1cccnc1Cl
    1, 3, 2, 2, 26, 2, -6, -6, 6
- Cn1nc(OCC(N)=O)ccc1=O
    2, -13, -3, -1, 18, 9, 3, 9, 6
- Cc1ccc(CN(C)C(=O)COC(=O)CSc2ccc(C(N)=O)cc2[N+](=O)[O-])cc1
    4, -16, 1, -4, 4, 17, -3, -4, -2
- COc1ccc(S(=O)(=O)NCC(=O)N(CC(=O)NCc2ccccc2)Cc2ccco2)cc1
    1, -10, -3, -7, 6, 15, 19, -33, 2
- CCOC(=O)N1C2C=CC(C2)N1C(=O)OCC
    2, 2, -9, ., 3, ., ., ., .
- COC(=O)C1C(=O)CC(C)(O)C(C(=O)OC)C1/C=C/c1ccccc1 (stereo not given)
    4, -23, -5, 0, 15, 27, 13, -17, 6
- O=C1CC(N2CCN(c3ccccc3)CC2)C(=O)N1c1ccc2c(c1)OCCO2 (stereo not given)
    0, 0, -5, -7, 1, 11, 9, -34, -9
- CNC(=O)[C@@H]1C[C@H]1[C@@H](NC(=O)CNC(=O)OCc1ccccc1)c1ccccc1
    ., -1, 5, 7, ., 16, -9, -12, -10
- CN(c1ccccc1)S(=O)(=O)c1cccc(C(=O)NCc2ccccc2CN2CCCC2)c1
    -7, 2, -6, 3, 16, 15, 52*, 8, 10
- CC1(c2ccc(Cl)cc2)NC(=O)N(CC(=O)NCCC2=CCCCC2)C1=O (stereo not given)
    3, -4, -1, -17, 12, 5, 20, -16, -7
- O=c1[nH]c(=O)n(C2CC(O)C(CO)O2)cc1I (stereo not given)
    -1, 14, -1, ., 15, ., ., ., .
- C[C@H](NC(=O)N1CCn2c1nc1ccccc12)C(=O)NCc1ccco1
    -3, 17, 1, 2, 8, -1, -13, 8, 0
- CCCn1c(C(O)c2cc(OC)c(OC)c(OC)c2)nc2ccccc21 (stereo not given)
    1, -13, -2, 6, 6, 16, -4, -19, -5
- Cc1cnn(Cc2ccccc2)c1N
    -2, -24, -1, -6, 23, 1, -20, -10, -5
- CCOC(=O)N1CCC(N2C(=O)c3ccccc3C2Nc2ccc(S(=O)(=O)N3CCOCC3)cc2)CC1 (stereo not given)
    0, 8, -6, -5, -4, 3, 5, -5, -10
- CCOC(=O)C1=C(N)Oc2cc(C)[nH]c(=O)c2C1c1ccncc1 (stereo not given)
    -1, -13, -6, 6, 9, 3, 3, 5, 13
- COc1ccc(C2(C)NC(=O)N(CC(=O)Nc3ccc4c(c3)CCC4)C2=O)cc1OC (stereo not given)
    0, 6, 1, 3, 11, 9, 2, -6, -5
- O=C(COC(=O)c1cccc(F)c1)NC(=O)NCc1ccccc1
    3, -2, -5, -13, 4, 15, 2, -26, -1
- COCCn1c(=O)[nH]c2cc(C(=O)N3CCN(Cc4ccc5c(c4)OCO5)CC3)ccc2c1=O
    2, 10, -1, ., -11, ., ., ., .
- [O-][n+]1c2ccccc2c2n1CCN=C2c1ccc(Cl)cc1
    -4, -8, -1, 4, 5, 13, 3, -10, -2
- OCC[C@@H]1C[C@@H](O)[C@H](O)[C@]2(Cc3ccccc3O2)O1
    0, -6, -4, 3, 11, 8, -4, -14, -7
- Cc1cccc(N2CCN(C(=O)c3cccc(N4C(=O)C5C6C=CC(C6)C5C4=O)c3)CC2)c1C (stereo not given)
    2, 3, 1, 9, 12, 0, 19, -6, -5
- COc1ccc(C(=O)OCc2c(-c3ccccc3)ncc3ccccc23)cc1
    2, -15, 1, 4, 10, 20, 16, -7, -12
- O=C(Nc1ncc(Cc2ccccc2Cl)s1)C1=NCCN1
    0, 11, 4, 2, 16, 0, -14, 4, -2
- Cc1ccc(NC(=O)CN2C(=O)NC(Cc3ccccc3)C2=O)cc1Cl (stereo not given)
    3, 10, 7, -9, 9, 13, 1, 1, 10
- CC1CN(C(=O)c2cc3cc([N+](=O)[O-])ccc3s2)CC(C)O1 (stereo not given)
    1, 12, -5, 0, 7, 22, -12, -6, 11
- COc1cc(S(N)(=O)=O)c(OC)cc1N
    5, 9, 3, 0, 7, 22, 10, -1, 8
- O=C1c2ccccc2C(Nc2cccc(C(F)(F)F)c2)N1Cc1ccco1 (stereo not given)
    -5, 13, 3, 5, 12, -6, 11, 1, 12
- COc1cc(/C=N/NC(=O)c2nnn(-c3nonc3N)c2C(C)C)ccc1O
    1, 0, 6, -2, -29, -12, -3, -1, -4
- COc1ccc(C(c2nnnn2Cc2cccs2)N2CCN(c3ccc(F)cc3)CC2)cc1OC (stereo not given)
    1, 15, 1, -5, 12, -1, 25, -5, 6
- O=C1CN(C(=O)c2ccccc2F)C(c2ccccc2)c2cc(Cl)ccc2N1 (stereo not given)
    2, -12, 8, 9, 14, -4, 14, -20, 7
- CN(C(=O)CN(CCO)CC(=O)N(C)C(C)(C)Cc1ccccc1)C(C)(C)Cc1ccccc1
    0, 9, -3, 7, 7, 28, 24, -6, 5
- CCc1ccccc1NC(=O)CN1CCN(C(=O)CNC(=O)c2ccc(N3CCCC3=O)cc2)CC1
    0, -6, -5, 6, 2, 9, -4, 6, 7
- CNC(=S)N1CCN(c2nc(-c3cccc(OC)c3)cs2)CC1
    2, 1, 4, -8, 15, 26, -7, -40, -2
- CC1(C)CC(NC(=O)c2ccccc2Cl)CC(C)(C)N1
    2, -24, -7, -6, 12, 17, -13, -27, 3
- COc1cc(NC(=O)CN2CCCCC2)c(C)cc1[N+](=O)[O-]
    -1, 2, -9, -6, 18, 7, 0, 0, 4
- O=C(C[C@H]1C[C@H](C(=O)N2CCOCC2)[C@@]2(CCC3CCCC3)c3[nH]c4ccc(Cl)cc4c3CCN2C1=O)NCCCn1ccnc1
    0, 10, -3, ., 21, ., 58*, ., 6
- COc1cccc(C(c2nnnn2Cc2ccccc2)N2CCN(C3CCCC3)CC2)c1OC (stereo not given)
    2, 0, -3, 3, 16, 14, -4, 6, -1
- Cc1cccc2cc(CN(Cc3ccccc3)C(=S)NCCCN(C)C)c(=O)[nH]c12
    2, 3, -3, 5, -6, 0, 0, 7, 4
- CCOc1ccc(OCC(=O)Nc2ccccc2N2CCCC2)cc1
    1, 11, 7, -3, 3, 39, 4, -5, -3
- CCOc1ccc(C2NC(=S)NC3=C2CCc2ccccc23)cc1 (stereo not given)
    -30, 14, 20, -3, -52, 18, 0, -14, -9
- COC(=O)C1CCN(C(=O)/C=C/c2ccc3c(c2)OCO3)CC1
    1, 1, -7, -11, -120, 5, -2, 12, -9
- O=C(COc1ccccc1)N1CCN(S(=O)(=O)c2ccc(Cl)cc2)CC1
    3, -12, -3, -9, 7, 13, 3, 3, -4
- CNC(=S)N(Cc1ccc(OC)cc1)Cc1cc2cc(C)ccc2[nH]c1=O
    1, 0, -3, 2, -28, 5, 5, 3, 9
- O=C(NNC(=O)c1ccccc1Br)c1ccc(Cl)cc1
    1, 3, -12, -5, 2, 15, -27, -5, 3
- CC1(C)Cc2ccccc2C(COc2ccccc2)=N1
    -28, 13, 2, -3, 12, 4, 14, -5, -1
- COc1cccc(/C=C/C(=O)Nc2ccc3[nH]c(=O)[nH]c3c2)c1
    -5, 12, 4, -3, -43, 13, 9, 8, 6
- CCN(CC(=O)Nc1c(F)cccc1F)C(=O)Cc1ccccc1
    0, -1, -10, -1, 12, 14, -15, -4, 6
- COC(=O)c1ccc(-c2ccc(/C=N/N3C(=O)C4C5C=CC(C6CC56)C4C3=O)o2)cc1 (stereo not given)
    -12, 9, 14, -2, -170, 20, 36, 4, 3
- NC(=O)CSc1ccc(-c2ccc(F)cc2)nn1
    1, 16, 1, -1, 16, 1, -8, -7, -2
- CC1(c2ccc(Cl)cc2)NC(=O)N(CC(=O)NC2CCCCC2)C1=O (stereo not given)
    0, 4, -7, 1, 6, 6, 5, -15, 7
- CC1C(=O)N2CCCc3cc(NC(=O)C(=O)NCCCc4ccccc4)cc1c32 (stereo not given)
    0, -15, 2, -2, 1, 17, 18, 4, 0
- CCCCCC(C)n1[nH]c(=O)c2c(C)cc(C)nc21 (stereo not given)
    5, -4, 7, -14, -279, 5, 9, -6, 10
- Cc1ccc(-c2cc(C(=O)O)c3ccccc3n2)s1
    -5, -7, 2, -4, -292, 13, -2, -8, 2

Three compounds picked at random from those above, as already listed:
Results follow in this order: SENP1 FRET inh, PfG6PD inh, HKDC1 inhibitor, SENP8 block-1, SENP8 block-2, NLRP3 yeast inh, Apaf-1 inh, SENP6 inh, SENP7 block
- COc1cccc(/C=C/C(=O)Nc2ccc3[nH]c(=O)[nH]c3c2)c1
    -5, 12, 4, -3, -43, 13, 9, 8, 6
- CCN(CC(=O)Nc1c(F)cccc1F)C(=O)Cc1ccccc1
    0, -1, -10, -1, 12, 14, -15, -4, 6
- CCOc1ccc(OCC(=O)Nc2ccccc2N2CCCC2)cc1
    1, 11, 7, -3, 3, 39, 4, -5, -3

(cont.)
Results follow in this order: SENP1 FRET inh, PfG6PD inh, HKDC1 inhibitor, SENP8 block-1, SENP8 block-2, NLRP3 yeast inh, Apaf-1 inh, SENP6 inh, SENP7 block
- Cc1c(NC(=S)N2CCN(c3ccc(F)cc3)CC2)c(=O)n(-c2ccccc2)n1C
    6, 4, -7, -4, 0, 24, 10, -20, -2
- CCOc1cc(/C=C2\SC(=NC)N(C)C2=O)c(Br)cc1OC(C)=O
    -44, -12, 8, 1, -6, -32, -4, 18, 1
- COc1ccc(N2CCN(C(=O)CSc3nnc(NC(=O)C4CC4)s3)CC2)cc1
    2, 15, 1, 5, 3, 2, -4, 23, -2
- CN(C)CCOC(=O)c1ccc2c(c1)S(=O)(=O)c1ccccc1C2=O
    4, -28, 2, 0, 21, 14, 7, -5, 0
- CC(C)Cc1nc(S(=O)(=O)c2ccc(Cl)cc2)c(N2CCOCC2)o1
    2, -13, 2, 0, 22, 1, -5, -9, -2
- CC1(OC(=O)CCc2ccccc2)C(=O)C=C2C=C(c3ccc(C#N)cc3)N(CC3CC3)C=C2C1=O (stereo not given)
    -63, 40, 14, 0, -139, -3, 20, 5, -2
- Cc1cc(SCc2cc(=O)[nH]c3ccccc23)nc2ccccc12
    -1, 32, -4, 0, -27, 19, 19, -8, -7
- NC(=O)C1CCN(c2ncnc3c2c(-c2ccccc2)cn3-c2ccccc2)CC1
    0, 3, 3, 2, -5, 14, 27, -4, 4

Assay outcomes from PubChem.
